# Compound activity deposited in PubChem by several laboratories.
# OX1R antag-1 = antagonists of human orexin 1 receptor (OX1R). O43613. OX1R-expressing cells, FRET antagonist read-out. inhibition, % at 6.6 µM. 1.8% of 330,000 active. AID 485270; in the data active = inhibition mostly above about 38%, no sharp cut-off; inactive = mostly below about 40%;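 note: 0% = agonist challenge alone and 100% = reference antagonist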
# Target sequence (O43613 whole entry, looked up): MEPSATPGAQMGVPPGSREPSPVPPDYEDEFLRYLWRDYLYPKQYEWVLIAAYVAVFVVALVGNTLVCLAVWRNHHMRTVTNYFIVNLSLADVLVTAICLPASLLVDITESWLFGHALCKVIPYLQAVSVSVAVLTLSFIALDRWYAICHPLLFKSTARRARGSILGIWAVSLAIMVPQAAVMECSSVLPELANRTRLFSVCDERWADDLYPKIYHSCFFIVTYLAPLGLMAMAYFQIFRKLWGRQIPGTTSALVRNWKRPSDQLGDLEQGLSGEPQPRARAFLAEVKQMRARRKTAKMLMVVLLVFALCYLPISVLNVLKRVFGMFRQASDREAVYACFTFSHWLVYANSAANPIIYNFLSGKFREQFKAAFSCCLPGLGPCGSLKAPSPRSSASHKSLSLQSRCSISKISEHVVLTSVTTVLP
# OX1R antag-2 = human HCRTR1 antagonism; inhibition, % at 5 µM; AID 434989; O43613; CHO/OX1R cells, Fluo-8 calcium fluorescence, orexin A; 0.43% of 330,000 active;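 active = inhibition above its plate's threshold, mean inhibition of all tested compounds on the plate plus 3 SD, cut at about 37% in these data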;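 note: 0% = orexin A challenge wells and 100% = SB-334867-A antagonist wells; not every result past the cut was called active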
# STK33 kinase inh = human STK33 kinase inhibition. 0.073% of 320,000 active. inhibition, % at 10 µM. AID 2661. Q9BYT3. purified STK33, MBP phosphorylation, ADP-Glo luminescence;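 active = inhibition at or above 25%, using the most active replicate where run in duplicate; inactive = inhibition below 25%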
# Target sequence (Q9BYT3 whole entry, looked up): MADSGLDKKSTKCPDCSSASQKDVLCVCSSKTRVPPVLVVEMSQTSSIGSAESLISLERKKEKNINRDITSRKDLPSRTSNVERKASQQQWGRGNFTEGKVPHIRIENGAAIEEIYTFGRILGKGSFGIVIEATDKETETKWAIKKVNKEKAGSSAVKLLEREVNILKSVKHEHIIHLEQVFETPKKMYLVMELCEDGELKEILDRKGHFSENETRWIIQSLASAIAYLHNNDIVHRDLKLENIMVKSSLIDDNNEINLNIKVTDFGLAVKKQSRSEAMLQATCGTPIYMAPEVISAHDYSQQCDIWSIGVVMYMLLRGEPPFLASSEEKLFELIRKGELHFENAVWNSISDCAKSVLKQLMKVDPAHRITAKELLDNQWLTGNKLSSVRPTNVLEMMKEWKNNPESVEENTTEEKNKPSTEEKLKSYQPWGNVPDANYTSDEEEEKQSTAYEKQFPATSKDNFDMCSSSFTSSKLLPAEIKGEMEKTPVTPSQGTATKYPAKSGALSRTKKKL
# Active calls of the source: *; nt = no result given.
SMILES,OX1R antag-1,OX1R antag-2,STK33 kinase inh
CCOC(=O)C1=C(COC(=O)/C=C/c2cccc(Br)c2)NC(=O)NC1C (stereo not given),8.5,12.9,1.2
Nc1cc2c(cc1C(=O)c1cccc(Br)c1)OCCO2,13.2,-4.4,-0.3
COc1ccccc1NC(=O)CCSc1nc(C)cs1,10.7,-21.2,-0.9
Cc1nc(-c2ccccn2)sc1C(=O)Nc1ccc(F)cc1,5.7,-15.1,-0.4
COc1ccc(-n2nc(C(=O)NCC(=O)NC(C)C)c3ccccc3c2=O)cc1,15.4,-19.6,-1.4
Cc1cc(OC(C)C(=O)NCCN2CCOCC2)c2c(C)c(C)c(=O)oc2c1 (stereo not given),11.5,0.3,0.1
C/C=C/Cn1c(SCc2ccc(Cl)cc2)nc2c1c(=O)[nH]c(=O)n2C,38.4,-11.2,29.0*
COc1cccc(C2/C(=C(\O)c3ccc4c(c3)OCO4)C(=O)C(=O)N2CCN(C)C)c1OC (stereo not given),17.4,-7.8,-1.7
O=C(NC1CC1)c1cccc(Oc2ccccc2)c1,11.0,-8.5,0.3
Cc1c(NC(=O)c2ccc(N(C)S(=O)(=O)c3ccccc3)cc2)c(=O)n(-c2ccccc2)n1C,15.0,-21.6,-1.0
O=C(CN1C(=O)NC2(CCCCC2)C1=O)Nc1cccc2ncccc12,-0.5,-0.5,-1.5
Cc1c(CNCCc2ccccc2)c(C(=O)O)c(C)n1-c1ccccc1,-7.4,-14.5,-1.1
CC(=O)Nc1nc2ccccc2n1Cc1ccccc1,23.4,3.7,1.7
CC1(C)Cc2nc3sc(C(=O)NCCO)c(N)c3cc2CO1,25.8,-8.4,-1.1
Cc1ccc(NC(=O)CC2SC3=NCCCN3C2=O)c(C)c1 (stereo not given),3.0,-16.7,-1.8
CC(NC(=O)COC(=O)c1ccccc1O)C1CC2CCC1C2 (stereo not given),13.0,-3.1,-1.2
NS(=O)(=O)c1ccc(CCNC(=S)Nc2ccc(F)cc2)cc1,18.1,-1.1,-1.1
CC1CC1C(=O)OCC(=O)N(C)CC(=O)Nc1ccc(F)cc1 (stereo not given),4.8,-17.1,-0.5
COC(=O)c1cc(C(=O)OC)cc(-n2c(C)cc(C=O)c2C)c1,8.3,-17.4,-1.0
COc1ccc(NC(=O)C2CCCO2)cc1OC (stereo not given),6.9,-8.6,-2.3
CSc1ccccc1OCc1cc(C(=O)NC2CCOC(C)(C)C2)no1 (stereo not given),13.0,-0.6,0.3
CCOC(=O)C1CCN(c2cc3c(cc2NC(=O)c2ccccc2Cl)n(C)c(=O)n3C)CC1,6.2,-22.4,4.3
C1=CC2CC1CC2CN1CCN(c2ccccc2)CC1 (stereo not given),4.0,-35.1,-1.7
C#CCOCCOCCOCCNc1nc(N2CCN(C(=O)[C@H](CCCCN)n3cc(CN)nn3)CC2)nc(N2CCN(C(=O)[C@H](CCC(=O)O)n3cc([C@@H](N)[C@H](C)CC)nn3)CC2)n1,-1.2,1.2,nt
CCOc1ccc(-c2nc(CSCC(=O)NCC3CCCO3)c(C)o2)cc1 (stereo not given),12.1,-27.3,-2.4
NC(=O)c1ccc(NC(=O)COC(=O)CC23CC4CC(CC(Br)(C4)C2)C3)cc1,6.8,4.5,-0.4
O=C(Nc1ccc(Cn2cccn2)cc1)c1ccc(COc2ccc(Br)cc2)cc1,12.6,-22.3,-1.1
COc1ccccc1-c1oc2ccccc2c1C#CCCCCO,1.4,-16.3,-1.0
O=C(COc1ccccc1[N+](=O)[O-])NCCC1=CCCCC1,8.9,-25.3,-0.6
COc1ccc(NS(=O)(=O)c2ccc(-c3coc(C)n3)cc2)cc1OC,26.9,38.9,-1.4
CCOc1ccc(C(=O)NCC(=O)OCC(=O)N2CCCCC2)cc1,17.0,-16.8,-0.3
CNC(=S)Nc1cccc(S(=O)(=O)NC2=NCCC2)c1,2.2,-1.7,-1.6
CCCCN(C(=O)c1ccccc1OCc1ccc(F)cc1)c1c(N)n(CCC)c(=O)[nH]c1=O,66.0*,10.9,-1.1
COc1ccc(NC(=O)CN(C)C(=O)c2cn(-c3ccccc3)nc2-c2cccnc2)cc1,17.0,-38.5,-0.1
COc1cccc(N2CCN(Cc3nnnn3C3CCCCC3)CC2)c1,9.8,-35.5,-2.6
CC/C(=N\NC(=O)c1cc(C2CC2)[nH]n1)c1ccccc1,6.1,-1.1,0.0
CCOC(=O)C(=CNNc1ccccc1)C(=O)OCC,3.7,-5.1,-3.5
COc1cc(/C=N/NC(=O)c2cc(C)n(-c3ccc(F)cc3)c2C)cc(OC)c1O,20.9,-19.4,-3.8
CS(=O)c1ccccc1-c1nc(-c2cccc(Cl)c2)no1 (stereo not given),11.1,-24.4,1.0
COCCNC(=O)CCCn1c(=O)c2cc(OC)c(OC)cc2n(CC(=O)Nc2ccc(C)c(F)c2)c1=O,1.8,-17.3,0.1
CC1CCCN(C(=O)CN2C(=O)C(C)Oc3ccccc32)C1 (stereo not given),16.6,-6.4,-0.7
CC(C)OCCCNC(=O)CCCC(=O)Nc1ccc(OCCc2ccccc2)cc1,6.7,-8.8,-1.2
CCCn1c(SCC(=O)c2c(N)n(C3CC3)c(=O)[nH]c2=O)nc2cc(S(N)(=O)=O)ccc21,8.8,-15.9,-1.2
CC(=O)Nc1ccc(S(=O)(=O)NCCSCc2c(Cl)cccc2Cl)cc1,15.9,-8.4,-1.1
CC(C)CCN(C)c1ccc(/C=N/n2cnnc2)cc1,23.1,-13.1,0.3
CCC(C)N(C(=O)COC(=O)CNC(=O)c1sc2ccccc2c1Cl)C1CCS(=O)(=O)C1 (stereo not given),5.1,-28.1,-0.5
COc1cc2c(cc1OC)C(c1cccc([N+](=O)[O-])c1)N(C(=O)c1ccc(F)cc1)CC2 (stereo not given),19.0,-25.9,0.9
Cc1ccc(S(=O)(=O)c2c(C)c(C)c(C)[nH]c2=O)cc1,1.8,-15.6,-1.8

# Single records, as listed above. Order of values: OX1R antag-1 | OX1R antag-2 | STK33 kinase inh
# `CC1CCCN(C(=O)CN2C(=O)C(C)Oc3ccccc32)C1` (stereo not given) in the list: 16.6 | -6.4 | -0.7
# `COc1cc(/C=N/NC(=O)c2cc(C)n(-c3ccc(F)cc3)c2C)cc(OC)c1O` in the list: 20.9 | -19.4 | -3.8
# `CS(=O)c1ccccc1-c1nc(-c2cccc(Cl)c2)no1` (stereo not given) in the list: 11.1 | -24.4 | 1.0
# `CC(C)OCCCNC(=O)CCCC(=O)Nc1ccc(OCCc2ccccc2)cc1` in the list: 6.7 | -8.8 | -1.2
# `CCCn1c(SCC(=O)c2c(N)n(C3CC3)c(=O)[nH]c2=O)nc2cc(S(N)(=O)=O)ccc21` in the list: 8.8 | -15.9 | -1.2

# (more compounds)
SMILES,OX1R antag-1,OX1R antag-2,STK33 kinase inh
CCC(CC)C(=O)c1c[nH]c(C(=O)NC2CCCCCC2)c1,14.9,-37.4,-0.4
Cc1onc(-c2ccccc2)c1C(=O)NCC(O)c1ccccc1 (stereo not given),10.3,-19.6,-3.1
CC(=O)Nc1ccc(S(=O)(=O)N2CCC(N3CCCC3)CC2)cc1,20.1,-4.8,0.6
Nc1ccc(C(=O)Nc2nccs2)cc1,29.0,8.1,2.5
O=C(COc1coc(CN2CCN(c3ccccc3)CC2)cc1=O)Nc1ccccc1F,16.1,7.7,nt
Cc1ccc(C)c(N2CCN(C(=O)CCC(=O)N3CCOc4ccc(Cl)cc43)CC2)c1,21.1,-18.4,-0.4
CCC(C)Oc1cccc(OCCCCN2C(=O)NC(C)(C)C2=O)c1 (stereo not given),11.5,-10.8,-0.1
Oc1ccc(C[C@@H]2CNCCN2CCc2cc(C(F)(F)F)cc(C(F)(F)F)c2)cc1,-0.6,-2.2,-2.0
CCNC(=O)NC(=O)C(C)Sc1ncc(C(F)(F)F)cc1Cl (stereo not given),10.5,-5.7,-1.0
Cc1cc2cc(CNC(=O)C(C)Oc3ccccc3)ccc2n1C (stereo not given),21.1,-25.6,3.5
CC(C)CN(CC(C)C)S(=O)(=O)N1CCC(C(=O)N2CCc3ccccc3C2)CC1,19.1,0.3,2.6
O=C(NNC(=O)c1cc2ccccc2oc1=O)c1ccccc1[N+](=O)[O-],76.5*,-11.3,-0.1
Cc1ccc(NC(=O)CCNS(=O)(=O)c2ccc3[nH]c(=O)oc3c2)cc1C,3.5,5.8,0.8
Cc1oc(/N=C/c2cccc3ccccc23)c(C#N)c1C,11.0,-2.5,0.0
CCOC(=O)c1[nH]c2ccc(F)cc2c1NC(=O)c1cc(OC)c(OC)c(OC)c1,18.3,-29.3,2.3
COc1ccc(Nc2nc3[nH]c(=O)cc(O)c3s2)cc1,18.9,9.7,-0.2
O=C(NCc1ccc2c(c1)OCO2)C(=O)NCC1OCCCN1S(=O)(=O)c1ccc(F)cc1 (stereo not given),21.8,-18.8,-1.4
Cc1cc(C(=O)COC(=O)Cn2c(C(F)(F)F)nc3ccccc32)c(C)n1Cc1ccco1,11.7,-27.4,0.6
C=C1CCN([C@@H](Cc2ccccc2)C(=O)NC2CCN(Cc3ccccc3)CC2)S(=O)(=O)c2ccccc21,22.6,-33.8,-0.9
O=C(CNC(=O)c1ccc(Br)cc1)N/N=C/c1cccnc1,8.9,-9.2,1.1
Cc1ccc(OCC(O)CNC2CCCC2)cc1C (stereo not given),12.3,-24.3,0.0
CN(Cc1ccccc1)C(=O)c1ccccc1-c1ccccc1,16.8,-26.7,0.0
CC(/C=C(\NC(=O)c1ccccc1)C(=O)N=Nc1c(O)[nH]c2ccc(C)cc12)=C\c1ccccc1,68.4,-17.4,-1.9
O=C(NCCc1nc(-c2ccc(F)cc2)no1)c1ccc(F)cc1,31.4,-14.6,-0.5
Cc1ccc(-c2n[nH]c3c2C(c2ccccc2)N(c2ccc(C(=O)O)cc2)C3=O)cc1 (stereo not given),1.2,-1.8,-0.8
O=C(NCCC(=O)N1CCN(c2ncccn2)CC1)c1ccccc1,4.0,-2.0,-1.7
Cc1ccc(C)c(-c2nc3ccc(N)cc3[nH]2)c1,16.5,-18.4,-0.6
NC(=O)NC(=O)COC(=O)[C@H](Cc1ccccc1)NC(=O)c1cccs1,7.9,-3.8,-1.2
c1coc(-c2nn3c(-c4ccco4)nnc3s2)c1,21.8,-2.7,-1.7
COc1cc(C(=O)NC(=S)Nc2ccc3[nH]c(=O)[nH]c3c2)cc(OC)c1OC,6.3,3.6,0.1
COc1ccc(C2CC(c3ccccc3)=NN2c2ccc(N)cc2)cc1 (stereo not given),13.3,-3.2,0.2
N#C/C(=C\c1ccc[nH]1)Sc1nc2ccccc2s1,36.0,-17.6,-1.7
CCOC(=O)CSC1=C(C#N)C(c2ccc(C)cc2)C2=C(CCCC2=O)N1 (stereo not given),18.8,-24.5,-4.3
CCOc1ccccc1C(=O)NC(C)CCc1ccccc1 (stereo not given),11.8,-26.1,-1.6
COc1cccc(C(=O)NCC(=O)N/N=C/c2ccc(OC(=O)c3cccs3)c(OC)c2)c1,8.8,-8.4,-0.3
COCCNC(=S)N(CCc1c(C)[nH]c2ccc(OC)cc12)Cc1cccnc1,20.2,-16.8,-0.6

# 5 of the compounds above, with values under each structure.
# Each structure is followed by: OX1R antag-1, OX1R antag-2, STK33 kinase inh
COc1ccc(C2CC(c3ccccc3)=NN2c2ccc(N)cc2)cc1 (stereo not given)
    13.3, -3.2, 0.2
N#C/C(=C\c1ccc[nH]1)Sc1nc2ccccc2s1
    36.0, -17.6, -1.7
CCOC(=O)CSC1=C(C#N)C(c2ccc(C)cc2)C2=C(CCCC2=O)N1 (stereo not given)
    18.8, -24.5, -4.3
CCOc1ccccc1C(=O)NC(C)CCc1ccccc1 (stereo not given)
    11.8, -26.1, -1.6
COc1cccc(C(=O)NCC(=O)N/N=C/c2ccc(OC(=O)c3cccs3)c(OC)c2)c1
    8.8, -8.4, -0.3

# Further results.
SMILES,OX1R antag-1,OX1R antag-2,STK33 kinase inh
O=S(=O)(Nc1ccc(-c2nnc(SCc3ccc(Cl)cc3)o2)cc1)c1ccccc1,13.5,-2.6,-1.2
COC(=O)c1cc(-c2ccc(F)cc2)n(-c2ccccc2)n1,1.1,-15.9,0.6
CC(C)CC(=O)NC(=S)Nc1ccc(S(=O)(=O)N2CCCC2)cc1,38.3,-15.9,-0.1
O=C(CS(=O)(=O)c1ccccc1)Nc1nnc(Cc2ccccc2)s1,21.3,-6.0,-0.7
COc1cc(C2C3C(=O)N(c4ccccc4)C(=O)C3ON2c2ccccc2)cc(OC)c1OC (stereo not given),2.4,-25.1,0.8
COc1ccc(C(=O)CCNc2cccc(Cl)c2)cc1,16.9,-5.0,nt
CNC(=O)C1=C(C)Nc2nc3ccccc3n2C1c1ccc(F)cc1 (stereo not given),5.0,-19.7,0.1
CC(=O)Nc1ccc(S(=O)(=O)NC2(C(F)(F)F)C(=O)NC(C)=C2C#N)cc1 (stereo not given),14.8,-15.0,-1.3
Cc1cc(COC(=O)C2N3C(=O)[C@@H](NC(=O)COc4ccccc4)[C@H]3SC2(C)C)on1 (stereo not given in full),15.8,-7.2,-1.0
CCNc1ccc(S(=O)(=O)N(C)C)cc1NCC(=O)Nc1ccccc1Br,33.0,-20.3,0.3
O=c1[nH]c(/C=C/c2cccc3ccccc23)nc2ccccc12,11.5,-34.9,0.0
O=C1COc2ccc(S(=O)(=O)N3CCN(c4cccc(Cl)c4)CC3)cc2N1,3.9,14.9,-0.3
COc1ccc(OC)c(NC(=O)C(CC(=O)O)NCc2ccco2)c1 (stereo not given),17.1,-1.8,-0.4
CCC(C)(C(=O)NC1CCCCC1)N(CC1CCCO1)C(=O)c1ccccn1 (stereo not given),13.0,-22.3,-0.2
O=C(CCc1nnc(C2CCCCC2)o1)NCc1cccc(-n2cccn2)c1,10.3,-37.5,-1.2
